GALK inhibitor: inhibitors of human galactokinase; P51570; Purified GALK, Kinase-Glo residual ATP luminescence; Potency, µM (highest dose often 57.5 µM), for the others: at the highest dose activity change, negative = inhibition, hits mostly inhibitors; 270,000 compounds, 0.007% hits; AID 1868; note: potency is the fitted concentration of half-maximal effect; % is set by controls: 0 for no effect and ±100 for the full control effect
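The enzyme phosphorylates galactose (100 uM) using ATP (35 uM); inhibition is detected as higher residual ATP, quantified by bioluminescence after 1 h reaction at room temperature, pH 8.0.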
Menin MLL FP TR: menin-MLL binding inhibition, Texas Red mutant peptide; Menin + Texas Red MLL mutant peptide, fluorescence polarization; Potency, µM (titrated, usually from 61.6 µM), for the others: top-dose FP activity change, negative = inhibition, hits mostly inhibitors; 270,000 compounds, 0.23% hits; AID 1768; active = well fitted inhibition curve with a large enough effect in the polarisation, with a control signal flat, not every such curve was filed as active; inconclusive = small, poorly fitted or top-dose-only effect, or effect the other way, or a change in a side signal; inactive = no such curve, though single readings can be large or run the other way; the % refers to the polarisation; note: potency is the fitted concentration of half-maximal effect; % of control where 0% means no effect; many of its hits are not listed in these tables
MBNL1 CUG block: MBNL1-poly(CUG) RNA binding inhibition; Q9NR56; TR-FRET MBNL1-His/biotin-(CUG)12 binding, 665/545 ratio; Potency, µM (highest dose often 57.5 µM), inactives show at the highest dose activity change, negative = inhibition, hits mostly inhibitors; 280,000 compounds, 0.036% hits; AID 2675; active = well fitted inhibition curve with a large enough effect in the signal ratio, with a control signal flat, not every such curve was filed as active; inconclusive = small, poorly fitted or top-dose-only effect, or effect the other way, or a change in a side signal; inactive = no such curve, though single readings can be large or run the other way; the % refers to the signal ratio; note: potency is the fitted concentration of half-maximal effect; % is set by controls: 0 for no effect and ±100 for the full control effect
Target sequence (Q9NR56 whole entry, looked up): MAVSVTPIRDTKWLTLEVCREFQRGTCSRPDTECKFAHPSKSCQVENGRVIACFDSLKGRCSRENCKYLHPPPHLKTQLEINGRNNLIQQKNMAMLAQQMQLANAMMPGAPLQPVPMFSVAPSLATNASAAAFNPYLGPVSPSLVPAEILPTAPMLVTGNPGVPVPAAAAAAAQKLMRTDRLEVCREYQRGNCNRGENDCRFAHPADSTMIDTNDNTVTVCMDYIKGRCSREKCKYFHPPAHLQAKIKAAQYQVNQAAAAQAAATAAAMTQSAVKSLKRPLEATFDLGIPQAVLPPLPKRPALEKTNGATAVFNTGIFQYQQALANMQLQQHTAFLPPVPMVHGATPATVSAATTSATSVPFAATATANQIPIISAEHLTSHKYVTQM
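Inhibition of protein-RNA binding appears as loss of TR-FRET between terbium anti-His antibody on MBNL1-His and streptavidin-XL665 on biotin-(CUG)12. Activity is normalized to buffer-only and uninhibited-complex controls.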
USP2a inh: blocks human ubiquitin-specific protease USP2a. AID 463254. 330,000 compounds, 0.01% hits. Potency, µM (series often up to 38.3 µM), for the others: top-dose activity change, negative = inhibition, actives largely listed as inhibitors. USP2 core, Ub-CHOP2 coupled fluorogenic reporter, 485/531. O75604;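 note: potency is the fitted concentration of half-maximal effect; plate controls were DMSO wells for no effect and full inhibition by NEM control for full effect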
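USP2 core (10nM final) preincubated 30min RT with compound in 20mM Tris-HCl pH 8.0, 2mM CaCl2, 2mM beta-mercaptoethanol, 0.05% CHAPS; 25nM Ub-CHOP2 plus 25nM reporter substrate added, fluorescence (Ex485/Em531) read after 60min.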
KCNH2 WT inh: blocks the wildtype human KCNH2 potassium channel | AID 720551 | 340,000 compounds, 0.37% hits | activity change, % at 1.84 µM | Q12809 | U2OS, BacMam KCNH2, thallium flux FluxOr; active compounds read low;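 active = maximum activity change below -70%; inconclusive = maximum activity change between -70% and -50%; inactive = maximum activity change above -50%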; note: % is set by controls: 0 for no effect and ±100 for the full control effect
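U2OS cells transduced with wild-type KCNH2 virus are loaded with FluxOr dye for 45 min, and thallium flux is measured in kinetic reads before and after stimulation buffer. Rate constants are normalized to DMSO controls.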
Mito fusion yeast: blocks mitochondrial division or promotes mitochondrial fusion; S. cerevisiae fusion-defective mutant growth rescue, CellTiterGlo 48 h; Potency, µM (doses to about 46.1 µM), inactives show top-dose growth rescue (activation), actives largely listed as activators; 320,000 compounds, 0.23% hits; AID 485298;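 note: potency is the fitted concentration of half-maximal effect; % of control where 0% means no effect; nearly all actives have a fitted effect of over 45% in size; temperature-sensitive fusion mutants such as fzo1-1 at 37 °C on non-fermentable ethanol glycerol medium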
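Compounds are tested for their ability to restore growth of mitochondrial fusion-defective yeast strains at non-permissive 37C in YPEG medium over 48 hours. Viability is quantified by luciferase luminescence.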
Chronic BCR inh: chronic active BCR signaling inhibition | ABC-DLBCL IkBa-CBG/CBR reporter, luminescence ratio, 4 h | Potency, µM (top dose mostly 46.1 µM), for the others: at the highest dose ratio change, negative = lower green/red ratio, hits mostly inhibitors | 340,000 compounds, 0.05% hits | AID 493014; active = well fitted inhibition curve with a large enough effect in the signal ratio, with a control signal flat, not every such curve was filed as active; inconclusive = small, poorly fitted or top-dose-only effect, or effect the other way, or a change in a side signal; the % refers to the signal ratio;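 note: potency is the fitted concentration of half-maximal effect; plate controls were basal doxycycline-induced cells for no effect and cells given 10 µM MG132 for full effect; MG132 reads +100%, hits lower the ratio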
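Cell line TMD8 (human ABC DLBCL), stably expressing tet-inducible CBG68-IkBa fusion and CBR; IMDM/0.5% FBS; cpd up to 46 uM; dox induction, 4 h, 37C/5% CO2; dual luminescence; green/red ratio; MG132 control.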
S-ASM inh: inhibitors of human secretory acid sphingomyelinase; placental ASM, HMU-PC fluorogenic substrate, 60 min; P17405; 340,000 compounds, 0.006% hits; Potency, µM (highest dose often 57.5 µM), for the others: at the highest dose activity change, negative = inhibition, hits mostly inhibitors; AID 504937; note: potency is the fitted concentration of half-maximal effect
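Human placenta-derived ASM enzyme was preincubated with compound for 10 minutes at room temperature, then given fluorogenic substrate HMU-PC0 (9 uM final) for 60 minutes at 37 °C; a pH 10 stop preceded fluorescence reading at Ex 386/Em 447 nm.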
PKM2 act: PKM2 (human) enzyme activation | purified PKM2, Kinase-Glo ATP luminescence, activation; response scale: 0% is enzyme alone, no compound | Potency, µM (top dose mostly 57.5 µM), inactives show at the top dose activation, most hits filed as activators | 260,000 compounds, 0.34% hits; note: potency is the fitted concentration of half-maximal effect; % is set by controls: 0 for no effect and ±100 for the full control effect; nearly all actives have a fitted effect of over 55% in size
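Kinase-Glo luminescence reports ATP generated from ADP (0.1 mM) and PEP (0.5 mM) by purified hPK-M2 after 1 h at room temperature, pH 7.2 imidazole buffer; intermediate enzyme activity allows detecting inhibitors and activators.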
TSHR antagonist: antagonists of human thyroid stimulating hormone receptor | TSHR-expressing cells, TSH-stimulated cAMP HTRF, 2 h; active compounds read low | P16473 | activity change, negative = inhibition, % at 11.5 µM | 330,000 compounds, 0.2% hits;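 active = activity change below a set negative limit, meaning inhibition stronger than a set level, cut at about -70% in these data; inconclusive = activity change between two set negative limits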; note: % is set by controls: 0 for no effect and ±100 for the full control effect
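Read-out is FRET at 665 nm (cryptate excitation 337 nm) from a cryptate-tagged anti-cAMP antibody, competed by cell cAMP against cAMP-d2. Compounds are tested on freshly harvested TSHR cells challenged with 4nM TSH (EC80) for 2 hours at 37 deg C.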
Eya2 phos inh: blocks the phosphatase activity of human Eya2; O00167; recombinant Eya2, OMFP fluorescence dephosphorylation (OMFP is methylfluorescein phosphate); Potency, µM (highest dose often 76.9 µM), for the others: at the top dose activity, negative = inhibition, usual class: inhibitors; 330,000 compounds, 0.006% hits; AID 488837; note: potency is the fitted concentration of half-maximal effect; % is set by controls: 0 for no effect and ±100 for the full control effect
Target sequence (O00167 whole entry, looked up): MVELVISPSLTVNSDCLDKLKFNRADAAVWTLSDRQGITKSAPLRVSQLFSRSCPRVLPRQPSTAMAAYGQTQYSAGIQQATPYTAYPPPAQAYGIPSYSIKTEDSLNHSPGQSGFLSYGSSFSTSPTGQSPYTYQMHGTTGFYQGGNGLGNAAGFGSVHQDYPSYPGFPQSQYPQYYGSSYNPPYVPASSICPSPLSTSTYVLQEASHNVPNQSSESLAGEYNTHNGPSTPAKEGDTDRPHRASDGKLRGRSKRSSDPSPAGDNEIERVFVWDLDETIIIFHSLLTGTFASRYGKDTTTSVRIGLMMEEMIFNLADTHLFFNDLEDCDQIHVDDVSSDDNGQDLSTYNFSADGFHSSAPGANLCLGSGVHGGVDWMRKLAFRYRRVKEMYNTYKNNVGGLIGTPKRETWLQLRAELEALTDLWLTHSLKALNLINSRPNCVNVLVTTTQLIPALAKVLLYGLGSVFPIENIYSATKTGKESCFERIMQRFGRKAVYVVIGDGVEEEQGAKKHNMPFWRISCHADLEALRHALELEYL
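Eya2 protein (added as 0.2 uM solution) was preincubated with compound for 10 min at ambient temperature in 50 mM HEPES pH 7.5, 50 mM NaCl, 5 uM MgCl2, 0.05% BSA, 1 mM DTT. OMFP (added at 50 uM) then reacted 10 min; fluorescence read at 485/525 nm.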
An asterisk follows results filed as active; ? = inconclusive; / = no result given; [ ] = dose if it differs, or a comment. Unless noted, calls come from the whole dose curve; as a rule, active = well fitted curve in the direction sought with a large enough effect; inconclusive = small, poorly fitted or top-dose-only effect, or another doubt; inactive = no such curve, though single readings can be large; an effect the other way counts as inactive or inconclusive.

SMILES | GALK inhibitor | Menin MLL FP TR | MBNL1 CUG block | USP2a inh | KCNH2 WT inh | Mito fusion yeast | Chronic BCR inh | S-ASM inh | PKM2 act | TSHR antagonist | Eya2 phos inh
COc1ccc2c(c1)[C@H]1[C@H](CO2)[C@H](c2ccccc2)[C@]2(C)C(=O)Nc3cc(C)ccc3C(=O)N12 | / | / | / | 5% | -2 | / | 0% | 4% | / | -14 | -2%
CC(=O)Nc1ccc(Nc2nc(C)nc3c2oc2ccccc23)cc1 | -1% | -9% | 14% | -1% | -11 | 3% | ? | 0% | -5% | -16 | 9%
CC(C)N(Cc1cc2ccccc2[nH]c1=O)C(=O)C(C)(C)C | 0% | 7% | -11% | 3% | 10 | 3% | 2% | 1% | -4% | -9 | 23%[15.4 µM]
COC(=O)c1ccc(-c2noc(CN(C)CCC3CCCCO3)n2)cc1 (stereo not drawn) | 0% | ? | 0% | 0% | -5 | 28% | ? | -2% | 0.2µM* | ? | 2%
O=C(O)CCC(=O)NNC(=O)CCC(=O)Nc1ccccc1 | 1% | 1% | 3% | 3% | 1 | 10% | 3% | -1% | 9% | 21 | -2%
Cc1cc(C)c(C)c(Cn2c(CO)nc3ccccc32)c1C | 0% | -19% | -2% | -1% | -5 | 0% | 5% | -3% | -2% | -2 | -5%
CCOC(=O)C1=C(C)C(c2ccccc2)NC(=S)N1 (stereo not drawn) | -1% | 5% | -13% | 2% | -4 | -5% | 4% | -1% | -1% | -3 | -32%
C/C(=N\NC(=O)c1ccccc1O)C1CC1 | 10% | 14% | -4% | 5% | -1 | -2% | ? | 0% | 10% | -4 | -9%
CC(=O)Nc1cccc(NC(=O)CSc2nnc3ccc(-c4ccccn4)nn23)c1 | / | / | / | -1% | -9 | -1% | -1% | / | / | 0 | -7%
CCCn1c(N2CCN(CC(=O)c3c[nH]c4ccccc34)CC2)nc2c1c(=O)[nH]c(=O)n2C | -3% | 1% | 2% | 1% | 20 | 0% | -12% | -1% | 8% | -2 | 16%
COCCN1C(=O)C(=O)/C(=C(/O)c2ccc(S(=O)(=O)N3CCCCC3)cc2)C1c1ccc(OC)cc1 (stereo not drawn) | 5% | -1% | 3% | -3% | -11 | 20% | -4% | -12% | 1% | 20 | 10%
CCOC(=O)Cc1csc(SCC(=O)N2CCN(c3ccccc3)CC2)n1 | / | / | / | 1% | -1 | / | 0% | -5% | / | -7 | -7%
COc1ccc(CCNC(=O)CSc2nnc(CNC(=O)c3ccccc3F)o2)cc1OC | -1% | / | 4% | 5% | 0 | -2% | ? | 5% | 3% | -3 | 6%
CC(C)c1ccc(/C=C(\NC(=O)c2ccccc2)C(=O)NCCCN2CCOCC2)cc1 | -2% | / | -1% | -1% | 26 | 2% | ? | 1% | -4% | 3 | 0%
O=C(Cc1c(O)c2ccccc2[nH]c1=O)N(Cc1ccccc1)Cc1ccccc1 | -1% | 2% | 4% | 4% | 3 | -8% | 3% | -1% | -3% | 35 | -2%
CNc1nc2c(C)cccn2c(=O)c1C=Nc1ccc(OC)cc1 | 1% | -17% | 3% | 0% | -7 | 4% | 4% | 56%[activator] | -6% | 11 | -1%
Cc1ccc(C(=O)CC2(O)C(=O)N(CN3CCOCC3)c3ccccc32)cc1 (stereo not drawn) | 0% | ? | 8% | -7% | -8 | 3% | -10% | 2% | 18% | 21 | -25%
CCOc1ccc(C2N(c3ccc(Cl)cc3)C(=O)C3CCCN32)cc1OC (stereo not drawn) | 1% | -2%[11.7 µM] | -2% | 0% | 5 | 2% | 0% | 11% | 1% | 6 | -9%
C=CCc1cccc2cc(C(=O)NC(C)(C)C)c(=O)oc12 | 1% | 0% | 8% | 1% | 13 | 1% | ? | -1% | 6% | 2 | 13%
Cc1ccc(S(=O)(=O)NCCC(c2ccc(F)cc2)c2ccco2)cc1 (stereo not drawn) | 1% | 4% | / | 0% | 4 | 8% | -10% | -6% | 7% | -18 | -11%
O=C(CSc1nnc(CNC(=O)c2ccco2)o1)Nc1ccc(OC(F)(F)F)cc1 | 2% | / | -4% | 4% | 11 | 1% | 1% | 4% | / | 8 | -9%
CCN(CC(=O)Nc1ccc2c(c1)OCCO2)C(=O)CC1CCCC1 | -2% | / | -6% | 0% | -6 | -2% | ? | -1% | 0% | 1 | 13%
CC(C)NC(=O)CSc1nc2ccccc2c(=O)n1CCCOC(C)C | 1% | -11% | 0% | 4% | 9 | 2% | 3% | 3% | 3% | -8 | 14%
COc1ccc(CCc2nc(-c3ccc(-n4cccc4)cc3)no2)cc1 | 1% | 2%[11.7 µM] | -9% | 0% | -5 | -1% | -5% | -3% | 7% | -18 | 17%
O=C(O)c1cccc(S(=O)(=O)Nc2ccc(-c3ccccc3)cc2)c1 | / | / | / | -1% | 2 | / | 3% | -28% | / | -17 | -2%
Cc1ccc(NNC(=O)c2snnc2C)cc1Cl | 2% | / | 8% | -1% | -2 | 0% | -4% | -2% | -8% | 0 | -14%
Cc1c(C(=O)N2CCN(Cc3ccccc3)CC2)oc2c1C(=O)CC(C)(C)C2 | -7% | / | 0% | 4% | 6 | 15% | 4% | 6% | / | 6 | -4%
Fc1ccc(CNC(=S)Nc2ccc(Cl)cc2)cc1 | 2% | ? | -9% | 0% | 3 | -20% | ? | -2% | -1% | -21 | -4%
O=C1CC2(CCN(C(=O)c3ccc(F)c(F)c3)CC2)Oc2ccccc21 | / | / | / | 5% | 18 | 8% | 10% | -2% | / | 34 | 6%
O=C(NC1CCCCC1)N1CCC(n2cnc3ccccc32)CC1 | 6% | 6% | -8% | 1% | 0 | 1% | 0% | -3% | -6% | 8 | -6%
Cc1cccc(NC(=O)CN2CCC(C(=O)c3ccc4c(c3)OCCO4)CC2)c1 | 2% | -1% | 1% | -4% | 6 | 2% | ? | 2% | 2% | -21 | -7%
Cc1ccccc1-c1cc(C(=O)NCc2ccc3c(c2)OCO3)n(CC2CC(c3cccnc3)=NO2)n1 (stereo not drawn) | / | / | / | -1% | 2 | 23% | -5% | -12% | / | 2 | 23%
CCc1cc(=O)oc2cc(C)cc(OCC(=O)NC(Cc3ccc(Cl)cc3)C(=O)O)c12 (stereo not drawn) | / | 21% | -1% | -2% | 4 | -2% | 0% | 4% | 2% | -1 | 8%
CCCCOc1cccc(-c2nnc(NC(=O)CSc3ccc(C)cc3)s2)c1 | 0% | ? | -13% | 2% | -6 | 3% | 8% | 3% | -1% | 18 | -1%
CC(=O)c1ccc(Nc2ccc(-c3ccccc3C)nn2)cc1 | 1% | 7% | 6% | 1% | -7 | 16% | -15% | 18% | -4% | -1 | -2%
CC(C)(C)N1C(=O)Cc2c1nc(N)c1c(N)nc(N3CCCCC3CO)c(C#N)c21 (stereo not drawn) | -26% | 15% | ? | 18% | 29 | -11% | -12% | 433%[activator] | 5% | 27 | -21%
Cc1cccc(NC(=O)COC(=O)c2nn(C)c(=O)c3ccccc23)c1C | / | / | / | 2% | -11 | / | -2% | 1% | / | 2 | -2%
COC(=O)c1cccc(NC(=O)CSc2nnc(C3CC3)n2C)c1 | 4% | 0% | -4% | 1% | -1 | -5% | 15% | 0% | -6% | -1 | 0%
CCN(CC(=O)Nc1ccc2c(c1)OCCO2)C(=O)c1ccccc1Br | / | / | / | 6% | -11 | / | -4% | 4% | / | / | -25%
O=C(CSc1ncn[nH]1)Nc1ccc(Cl)c(S(=O)(=O)N2CCOCC2)c1 | 2% | -4% | -13% | 1% | 7 | -2% | -20% | 3% | 3% | 4 | 3%
C=CCNC(=O)c1cc(C(=O)C(C)c2ncc(C(F)(F)F)cc2Cl)c[nH]1 (stereo not drawn) | 1% | 10% | / | 2% | 6 | 5% | 0% | -1% | 4% | 14 | -14%
CCc1ccc(OCC(=O)NC(=S)Nc2ccc(Br)c(C)n2)cc1 | 3% | 7% | -6% | -1% | 5 | -3% | -6% | -2% | 4% | 3 | 2%
Cc1ccc(NC(=O)c2nc[nH]c2C(=O)NCCN(CCNC(=O)c2[nH]cnc2C(=O)Nc2ccc(C)cc2)CCNC(=O)c2[nH]cnc2C(=O)Nc2ccc(C)cc2)cc1 | / | / | / | 5% | -5 | / | 6% | -13% | / | 1 | 15%

Some of the compounds tested (hit frequency here may not be typical).
